SR-BI DiI inh – inhibitors of SR-BI mediated HDL lipid uptake, primary screen, ldlA[mSR-BI] cells, fluorescence, single point | Scavenger receptor class B member 1 (Mus musculus), Q61009 | ldlA[mSR-BI] CHO cells, DiI-HDL uptake fluorescence, 3 h | inhibition, % at 12.5 µM | actives 0.96% (n = 320,000);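 active = mean replicate inhibition of at least 70% and a set share of replicates each scoring 70 or more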;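 note: 0% = median of neutral control wells and 100% = median of positive control wells; values of inactives mirror those of a sister screen read the other way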
Target sequence (Q61009 whole entry, looked up): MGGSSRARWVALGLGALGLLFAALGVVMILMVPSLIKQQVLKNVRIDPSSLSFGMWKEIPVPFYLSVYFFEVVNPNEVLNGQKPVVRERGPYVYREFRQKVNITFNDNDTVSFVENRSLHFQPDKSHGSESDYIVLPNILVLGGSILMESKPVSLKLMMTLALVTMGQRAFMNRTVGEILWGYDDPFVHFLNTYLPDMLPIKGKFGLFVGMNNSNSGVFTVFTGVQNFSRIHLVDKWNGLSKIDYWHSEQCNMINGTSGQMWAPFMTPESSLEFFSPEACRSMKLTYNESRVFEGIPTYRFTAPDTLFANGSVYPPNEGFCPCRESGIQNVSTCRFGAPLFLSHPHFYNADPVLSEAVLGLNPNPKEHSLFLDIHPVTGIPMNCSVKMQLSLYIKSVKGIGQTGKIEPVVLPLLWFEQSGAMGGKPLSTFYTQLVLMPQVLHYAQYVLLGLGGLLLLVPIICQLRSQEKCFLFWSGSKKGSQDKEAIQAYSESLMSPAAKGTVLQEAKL
Ecoli viability – E. coli V3065 growth inhibition, primary screen, counter-screen for AddAB inhibitor project, absorbance, OD600 | AID 449728, 2010 | 18 h | inhibition, % at 11.9 µM | actives 0.27% (n = 330,000);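 active = inhibition above the campaign's mean inhibition across all tested compounds plus 3 SD, cut at about 9.9% in these data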;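 note: uninfected addAB+ strain grown without phage in ampicillin broth; 0% = DMSO wells and 100% = ciprofloxacin 0.95 µg/ml wells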
Wnt act – Wnt/beta-catenin pathway activators, primary screen, cell-based, plate reader, single point | Wnt/beta-catenin reporter cell assay, activator | activation, % at 9.35 µM | actives 1.2% (n = 300,000) | AID 743398, 2014; in the data active = activation above about 30%, passing the limit was not always enough;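 note: 0% = neutral control wells and 100% = positive control wells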
CAL PDZ FP-1 – untagged CAL PDZ binding inhibitors, primary screen, biochemical, fluorescence polarization, HTS | AID 602252, 2012 | Golgi-associated PDZ and coiled-coil motif-containing protein (Homo sapiens), Q9HD26 | inhibition, % at 24.9 µM | purified CAL PDZ, TMR-peptide fluorescence polarization, 1 h | actives 0.92% (n = 300,000);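 active = mean inhibition of at least 30% with at least half of replicates also reaching 30%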;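 note: 0% = DMSO neutral control and 100% = excess unlabeled competitor peptide PRC23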
CAL PDZ FP-2 – CAL PDZ peptide-binding inhibitors, primary screen, biochemical, fluorescence polarization, Cer-tagged CAL PDZ, HTS. Golgi-associated PDZ and coiled-coil motif-containing protein (Homo sapiens), Q9HD26. purified CAL PDZ, TMR-peptide fluorescence polarization, 1 h. inhibition, % at 20 µM. actives 0.02% (n = 330,000). AID 504414, 2011;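 active = highest replicate inhibition of at least 40%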;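 note: plate controls were DMSO neutral control wells for no effect and unlabeled competitor peptide control wells for full effect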
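Material – purified CerCALP PDZ construct · Detection – FP readout, S and P plane fluorescence · Measure – percent inhibition from loss of millipolarization · Controls – unlabelled peptide for full inhibition, DMSO wells as neutral · Probe or stimulus – TMR-labelled reporter peptide T*-PRC34 bound in PDZ groove · Times – 1 h at RT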
Tat export inh – E. coli Tat export inhibitors, primary screen, MC4100, TorA-mCherry reporter, fluorescence, single point; inhibition, % at 10 µM; actives 0.036% (n = 340,000); AID 488895, 2010;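 active = mean replicate inhibition at least 50% and at least half of replicates individually reaching 50%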;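 note: exported cargo escapes ClpAP degradation while cytoplasmic cargo is degraded and loses fluorescence; 0% = median of neutral control wells and 100% = median of NaSCN control wells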
SR-BI uptake up – activators of SR-BI mediated DiI-HDL uptake, primary screen, ldlA[mSR-BI] CHO cells, DiI fluorescence; 3 h; 100 = double the neutral-control signal; activation, % at 12.5 µM; actives 0.096% (n = 320,000);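 active = mean replicate activation of at least 60% and every replicate at or above 60%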;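 note: 0% = median plate neutral-control signal and 100% = twice that signal; values of inactives mirror those of a sister screen read the other way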
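Assay system: LDL receptor-deficient CHO ldlA cells overexpressing murine SR-BI / Medium: BSA-supplemented, HEPES-buffered Ham's F12, pH 7.4 / Probe or stimulus: DiI-labelled HDL at 10 µg/mL final / Timing: compound with DiI-HDL co-incubation, 3 h at 37 °C / Technique: bottom-read cell fluorescence after medium removal, ex 550/em 595 nm / Measure: HDL uptake via cellular fluorescence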
AddAB inh – growth inhibition of E. coli expressing H. pylori AddAB, primary screen, AddAB inhibitor project, absorbance | inhibition, % at 11.9 µM | actives 0.29% (n = 330,000); in the data active = inhibition above about 12%;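 note: 0% = vehicle wells of infected cells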
phage Ecoli inh – growth loss of phage-infected E. coli, primary screen, RecBCD inhibitor project, absorbance, with phage, HTS. actives 0.26% (n = 360,000). inhibition, % at 11.9 µM; in the data active = inhibition above about 11%
MITF act – activators of MITF-driven TRPM1 promoter reporter, primary screen, cell-based, SK-MEL-5, luciferase, single point; SK-MEL-5 TRPM1-promoter luciferase, 24 h; % of positive control, neutral wells = 0; activation, % at 12.5 µM; actives 0.75% (n = 300,000); AID 588334, 2011;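 active = mean activation of at least 80% with every replicate also reaching 80%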;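 note: 0% = neutral control wells and 100% = parthenolide positive control wells; values of inactives mirror those of a sister screen read the other way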
Active calls of the source: *; / = not tested or not shown.

Compound	Ecoli viability	MITF act	CAL PDZ FP-2	CAL PDZ FP-1	SR-BI DiI inh	Wnt act	AddAB inh	Tat export inh	SR-BI uptake up	phage Ecoli inh
Cc1ccc(C)c(N(C(=O)CNC(=O)c2ccco2)C(C(=O)NC2CCCC2)c2ccncc2)c1 (centres undefined)	0.4	-5	-1.9	-1	5	2	3.8	-1	-5	1.2
COc1ccc(C(=O)N2CCC(c3ccccc3)CC2)c(OC)c1OC	0.1	-1	-2.1	-5	5	3	2.7	0	-5	1.0
S=C(Nc1ccccc1Cl)N1CCCCCC1	-1.3	-1	-1.4	-6	-25	1	-1.8	19	25	1.1
COCCN(C)C(=O)CC1C(=O)NCCN1CC(c1ccccc1)c1ccccc1 (centres undefined)	-0.4	-1	-2.4	-1	-4	-1	0.6	1	4	3.1
CCOc1ccc(NC(=O)c2ccc(S(=O)(=O)N3CCOCC3)cc2)cc1	-0.8	-2	-1.3	/	/	0	4.1	0	/	3.1
O=C(c1ccc(NC(=S)Nc2ccc(Cl)c(Cl)c2)cc1)N1CCCC1	3.8	5	-1.0	-2	23	-2	4.3	2	-23	4.8
Cc1cccc(NC(=O)CCNC(=O)c2ccco2)c1C	3.3	4	-0.4	27	-28	-3	4.4	-2	28	1.4
COC(=O)c1ccc(Oc2ccc3nnc(C)n3n2)cc1	0.1	-3	-1.4	-1	-17	/	1.8	-2	17	2.4
Cc1ccc(NC(=O)c2c(O)c3ccccc3n(C)c2=O)nc1	3.4	/	/	-3	9	/	1.4	0	-9	1.9
CNc1nnc(CSc2nc3ccccc3s2)s1	1.0	37	-2.5	1	7	/	0.0	-6	-7	-0.4
Cc1ccc2cccc(OCC(=O)Nc3cccc(S(=O)(=O)N4CCCC4)c3)c2n1	-1.1	-3	-10.0	-7	48	8	-2.6	6	-48	-2.7
CC(C)(C)OC(=O)N[C@@H](/C=C/c1ccccc1)C(=O)OC(C)(C)C	1.8	8	-2.2	-2	29	-2	-0.2	3	-29	1.7
COc1ccccc1CNC(=O)COC(=O)C1CCN(S(=O)(=O)c2c(Cl)cccc2Cl)CC1	/	-7	2.1	-2	12	-2	/	22	-12	1.8
COc1ccccc1CNC(=O)Cn1cccc1C(=O)c1ccccc1	1.3	29	-1.9	/	-5	3	1.2	-3	5	4.8
O=C(CSc1ccc(Cl)cc1)OCc1nnc(-c2ccccc2)o1	-1.7	2	/	11	5	/	-0.5	-8	-5	2.6
CCOC(=O)CC(=O)CSc1nnc2c(n1)[nH]c1ccccc12	-0.3	24	-1.4	1	6	10	-9.7	-7	-6	5.4
COc1cc2c(C(=O)NCc3ccc4c(c3)OCO4)cn(C)c(=O)c2cc1OC	-1.7	/	0.1	/	46	-7	-2.0	-1	-46	3.3
O=C(O)c1ccc(NC(=O)c2ccco2)c(NC(=O)c2ccco2)c1	-0.4	1	-2.7	/	/	-2	2.5	-10	/	-2.2
C[C@H](CO)N1C[C@H](C)[C@H](CN(C)CC2CC2)Oc2ccc(NC(=O)CCN3CCOCC3)cc2C1=O	1.6	4	0.8	4	-12	-2	2.5	-4	12	2.0
CCOC(=O)c1c(C)oc2ccc(OC(=O)c3cccs3)cc12	0.5	4	-3.3	2	12	1	-0.2	16	-12	4.7
Cn1c(=O)c(C(=O)CCl)c(N)n(CC2CC2)c1=O	0.4	-10	-0.3	1	-11	/	-0.6	-6	11	/
Cc1ccc(S(=O)(=O)N(CC(=O)N(C)C)c2cccc([N+](=O)[O-])c2)cc1	-0.2	-5	-2.5	-5	-16	-2	1.6	5	16	2.6
O=C1COc2ccc(S(=O)(=O)NCCc3ccccc3)cc2N1	-1.3	-3	-1.0	-3	3	-2	1.5	-3	-3	2.2
CC(=O)C(Sc1nccc(-c2cccs2)n1)C(C)=O	-2.5	22	-0.7	-4	-19	-2	-2.3	-4	19	3.6
CCc1nnc(NC(=O)c2nc(S(=O)(=O)Cc3cccc(C)c3)ncc2Cl)s1	0.3	-76	-1.9	-1	-30	3	0.8	-15	30	1.0
COC(=O)[C@@H]1C[C@@]2(O)[C@H](O)[C@H](O)[C@H](O)C[C@H]2N1CC(c1ccccc1)c1ccccc1	1.7	5	-1.2	-2	-23	-4	2.0	-3	23	2.4
CC(C)N1CCN(Cc2ccncc2)CC1CCO (centres undefined)	2.5	/	-0.9	/	-36	-2	2.6	-3	36	3.8
CCN(CC(=O)Nc1ccc2c(c1)OCCO2)C(=O)/C=C/c1ccc([N+](=O)[O-])cc1	-1.4	6	0.0	-1	7	0	2.1	-11	-7	2.3
Cc1nc2nc(-c3ccc(F)cc3)cn2nc1C	-0.8	18	-1.6	-3	-28	22	-1.3	-9	28	3.7
S=c1[nH]cnc2scc(-c3ccc(Br)cc3)c12	-4.6	-8	-1.5	-2	6	-10	1.2	4	-6	0.1

Laid out differently: results already given
Order of values: Ecoli viability | MITF act | CAL PDZ FP-2 | CAL PDZ FP-1 | SR-BI DiI inh | Wnt act | AddAB inh | Tat export inh | SR-BI uptake up | phage Ecoli inh
- Cc1nc2nc(-c3ccc(F)cc3)cn2nc1C
  -0.8 | 18 | -1.6 | -3 | -28 | 22 | -1.3 | -9 | 28 | 3.7
- CC(=O)C(Sc1nccc(-c2cccs2)n1)C(C)=O
  -2.5 | 22 | -0.7 | -4 | -19 | -2 | -2.3 | -4 | 19 | 3.6

Carrying on.
Compound	Ecoli viability	MITF act	CAL PDZ FP-2	CAL PDZ FP-1	SR-BI DiI inh	Wnt act	AddAB inh	Tat export inh	SR-BI uptake up	phage Ecoli inh
Nc1c(-c2cccc([N+](=O)[O-])c2)nc2ccccn12	1.6	78	-1.0	1	3	-2	2.3	15	-3	3.6
COc1cc(OC)c(C2C(C(=O)N3CCOCC3)=C(C)NC3=C2C(=O)CC(C)(C)C3)cc1OC (centres undefined)	0.3	/	-0.8	1	-5	-4	-1.0	-2	5	1.6
CCOc1ccc(OCCCC(=O)N(CC)CC(=O)Nc2c(F)cccc2F)cc1	-1.2	-9	0.1	/	20	-2	-0.7	-8	-20	3.8
COC(=O)c1cc(OC)c(OC)cc1NC(=S)N1CCCC(CO)C1 (centres undefined)	2.1	-3	-1.9	/	-1	/	-0.3	-6	1	2.8
COc1ccccc1NS(=O)(=O)c1cc(NC(=O)C2CCC2)ccc1N1CCCCC1	2.5	-8	-0.1	3	/	0	0.6	8	/	-0.9
Clc1ccc(-c2csc(N/N=C/c3ccc4c(c3)OCO4)n2)cc1	0.9	-2	-2.4	1	109*	1	4.2	3	-109	4.0
Cc1cc2ccccc2nc1SCC(=O)Nc1nc(-c2ccccc2)cs1	0.7	2	0.3	/	10	/	2.8	3	-10	2.0
COc1ccc2c(c1)OC[C@H]1[C@H]2N2C(=O)CN(Cc3ccc(Cl)cc3)C(=O)[C@@]2(C)[C@H]1c1ccccc1	-1.3	0	-2.0	-5	22	-7	-1.7	-8	-22	1.0
C/C(Cl)=C\Cn1c(N2CCCC2)nc2c1c(=O)n(C)c(=O)n2C	1.4	8	-4.2	-2	-7	-3	1.2	1	7	-1.9
O=C(N/N=C\c1ccc(-c2cccc(Cl)c2)o1)C(=O)NC1CCCC1	1.0	4	0.4	-3	8	1	2.6	-5	-8	4.0
CCCNC(=S)Nc1ccc(Nc2ccccc2)cc1	-0.6	/	-1.1	-1	27	/	1.6	6	-27	3.4
CSc1nn(-c2ccc(C(=O)OCC(=O)NC(=O)NC(C)C)cc2)c(=S)s1	0.9	-2	-2.6	-2	12	/	5.0	21	-12	4.8
O=C(COC(=O)c1ccccc1)Nc1cccc(S(=O)(=O)N2CCCCC2)c1	/	-6	-2.7	-3	-9	-3	/	4	9	4.1
Cc1ccc(S(=O)(=O)N(C)c2ccc(OCC(=O)NCc3ccco3)cc2)cc1	3.6	/	-2.5	-2	15	/	-0.8	2	-15	2.7
Cc1nn(CC(=O)NNC(=O)c2ccc(Br)cc2)c(C)c1[N+](=O)[O-]	1.4	0	-0.6	1	3	5	1.3	0	-3	4.1
CCC(C)Nc1cc(C)c(C#N)c2nc3ccccc3n12 (centres undefined)	2.4	-10	-0.2	-3	-4	2	0.4	-2	4	1.0
CCN(CC)Cc1c(O)ccc2c(=O)c(Oc3ccccc3OC)coc12	3.4	1	-0.1	-2	2	2	2.7	4	-2	3.9
CCn1c(=O)cc(SCC(=O)NCc2ccc3c(c2)OCO3)c2ccccc21	-0.5	28	-2.7	3	13	0	1.6	-4	-13	1.9
O=[N+]([O-])c1ccc(N=NNc2ccccc2)cc1	1.3	52	-0.4	-4	12	/	4.5	3	-12	/
COc1ccc(C(=O)Nc2cccc(C(=O)NCc3ccco3)c2)cc1	1.6	23	-7.0	-7	22	1	2.0	10	-22	2.7
COc1nc(C)nc(NC(=O)NS(=O)(=O)c2ccc(C)cc2)n1	1.5	0	-1.1	-5	-5	-2	2.5	4	5	2.7
COc1ccc(CCNC(=O)c2ccc(S(=O)(=O)N3CCCCC3)cc2)cc1	0.5	1	-2.3	1	22	-6	3.6	-3	-22	1.5
COc1ccc(OCC(=O)Nc2c(C(=O)N3CCN(C)CC3)oc3ccccc23)cc1	-2.8	2	-1.5	-7	8	2	0.9	7	-8	0.6
CN(C(=O)c1cccc(NC(=O)Cc2ccc(NC(=O)C3CCN(C(=O)CCc4ccccc4)CC3)cc2)c1)C1CCC1	/	-20	-1.6	-3	59	-3	/	2	-59	-0.7
CC(C)Sc1nc2sc(-c3ccccc3)cc2c(=O)n1N	0.0	11	-0.1	-2	-13	/	0.6	-6	13	3.2
Cc1cc(C)n2nc(SCC(=O)N/N=C/c3ccccc3F)nc2n1	-1.1	5	-2.7	-2	-14	-3	1.8	-3	14	2.8
Cn1c(=O)cc(N)n(-c2ccccc2)c1=O	/	0	1.6	-3	-31	-2	/	2	31	1.0
O=C(NCC(c1ccco1)N1CCc2ccccc21)c1ccccc1 (centres undefined)	-1.1	-13	0.3	2	5	-3	1.4	0	-5	1.0
COc1ccccc1C(=O)Nc1ccc2c(c1)CCCN2C(=O)c1ccccc1	0.0	28	-3.6	-6	52	3	-1.0	1	-52	-1.2
C[C@@]12C(=O)Nc3ccc(F)cc3C(=O)N1[C@H]1c3ccccc3OC[C@@H]1[C@@H]2c1ccccc1	6.1	-21	-1.7	-1	-11	/	5.5	6	11	/
